TDP43 rescue: inhibitors of TDP-43 toxicity in yeast. TDP-43 expressing yeast growth rescue, BacTiter-Glo, 24 h. Potency, µM (doses to about 46.1 µM), without a hit: top-dose growth rescue (activation), most hits filed as activators. actives 1.8% (n = 410,000). AID 652104; also: % of control where 0% means no effect; nearly all actives have a fitted effect of over 50% in size
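Yeast expressing TDP-43 (pregrown in raffinose, seeded at OD600=0.02 in galactose medium) exposed to compounds 24 hr at 30 deg C. Growth read by BacTiter-Glo luminescence; rescue of toxicity appears as increased signal.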
HEK293 tox: cytotoxic in the GLP-1 receptor inverse agonist counter-screen; HEK293 cAMP-luciferase reporter cells, luminescence, 24 h; Potency, µM (highest dose often 38.3 µM), inactives show top-dose activity change, negative = inhibition, actives largely listed as inhibitors; actives 0.13% (n = 410,000); AID 624418;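 also: loss of luciferase light is scored as toxicity; % is scaled to controls: 0 for no effect and ±100 for the full control effect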
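To flag toxic compounds, the library was rerun on cells for 24 hr at 37 deg C and 5% CO2. Viability-linked luminescence was captured 12 min after adding luciferase detection reagent.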
SW480 rereplic: inducers of DNA re-replication in SW480 colon cancer cells; SW480 DNA re-replication, Hoechst DNA content imaging, 48 h; Potency, µM (highest dose often 46.1 µM), without a hit: at the top dose re-replication activation, hits mostly activators; actives 1.8% (n = 340,000); AID 624297; also: % of control where 0% means no effect; nearly all actives have a fitted effect of over 55% in size
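DNA re-replication was detected as more nuclei of elevated Hoechst intensity after 48 hr exposure to compound (23 nL pinned per well of 250 cells).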
HT1080 IDH1KD tx: kills HT-1080 cells with IDH1 knockdown; HT-1080 IDH1 knockdown viability, ATP luminescence, 48 h; Potency, µM (titrated, usually from 46.1 µM), for the others: top-dose activity, negative = toxicity, hits mostly cytotoxic; actives 2% (n = 360,000); AID 686971;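 also: 0% = DMSO wells and -100% = cell-free medium wells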
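In this qHTS, HT-1080 cells depleted of IDH1 are exposed for 48 h at 37 °C to compound titrations. Toxicity is scored from CellTiter-Glo luminescence, with DMSO as full viability and medium alone as none.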
KB-V1 cytotox: KB-V1 MDR subline cytotoxicity | Potency, µM (highest dose often 46.1 µM), without a hit: at the top dose activity change, negative = cytotoxicity, hits mostly cytotoxic | actives 3.4% (n = 400,000) | KB-V1 MDR cells viability, CellTiter-Glo, 72 h; also: % is scaled to controls: 0 for no effect and ±100 for the full control effect; nearly all actives have a fitted effect of over 60% in size
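Readout: CellTiter-Glo luminescence, 10 min after addition. Cells: KB-V1 MDR subline, 72 h at 37 degrees C with compound. Analysis: corrected, normalized data fitted to concentration-effect curves.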
KB-3-1 cytotox: KB-3-1 parental cell cytotoxicity. KB-3-1 viability, CellTiter-Glo ATP luminescence, 72 h. Potency, µM (series often up to 46.1 µM), for inactives: at the top dose activity change, negative = cytotoxic, hits mostly cytotoxic. actives 1.4% (n = 400,000); also: % is scaled to controls: 0 for no effect and ±100 for the full control effect; nearly all actives have a fitted effect of over 60% in size
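Multi-concentration cytotoxicity screen in KB-3-1 cells grown in DMEM lacking phenol red with 10% FBS. After 72 h at 37 °C with compound, ATP-dependent luminescence was recorded.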
GLP-1R agonist: activates the human GLP-1 receptor; AID 624172; P43220; HEK293 GLP-1R CRE-luciferase, luminescence, 4-6 h; cells express a hypersensitive GLP-1R form; actives 0.007% (n = 380,000); Potency, µM (titrated, usually from 45.6 µM), for inactives: at the top dose activation, most hits filed as activators; also: % of control where 0% means no effect
Target sequence (P43220 whole entry, looked up): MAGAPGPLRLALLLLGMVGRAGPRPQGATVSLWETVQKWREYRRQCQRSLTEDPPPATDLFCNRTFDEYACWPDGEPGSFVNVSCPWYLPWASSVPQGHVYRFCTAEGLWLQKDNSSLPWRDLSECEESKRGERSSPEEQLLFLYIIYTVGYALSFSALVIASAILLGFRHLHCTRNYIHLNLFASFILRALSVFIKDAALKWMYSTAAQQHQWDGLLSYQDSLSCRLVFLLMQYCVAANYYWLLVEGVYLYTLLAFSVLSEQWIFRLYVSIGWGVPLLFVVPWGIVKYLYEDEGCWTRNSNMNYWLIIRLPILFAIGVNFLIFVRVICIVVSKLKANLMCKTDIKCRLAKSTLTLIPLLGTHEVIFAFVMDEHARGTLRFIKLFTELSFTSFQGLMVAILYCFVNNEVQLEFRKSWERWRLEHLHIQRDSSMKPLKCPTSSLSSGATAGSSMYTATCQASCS
GLP-1R inv ag: GLP-1 receptor (human) inverse agonism | HEK293 GLP-1R CRE-luciferase, luminescence, 24 h; GLP-1R form is constitutively active | actives 1.6% (n = 410,000) | Potency, µM (doses to about 38.3 µM), for the others: top-dose activity change, negative = inhibition, actives largely listed as inhibitors | AID 624417 | P43220; also: % is scaled to controls: 0 for no effect and ±100 for the full control effect; nearly all actives have a fitted effect of over 55% in size
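Stable HEK293 clone (constitutively active GLP-1R + cAMP-response luciferase); 200 cells/uL plated, 12 h pre-culture, compound 24 hr, 37 deg C/5% CO2; detection reagent 12 min RT; luminescence.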
HT1080NT lethal: kills 2HG-producing HT-1080-NT fibrosarcoma cells | Potency, µM (top dose mostly 46.1 µM), without a hit: top-dose activity, negative = less viability, hits mostly cytotoxic | AID 686970 | actives 1.6% (n = 360,000) | HT-1080-NT fibrosarcoma viability, CellTiter-Glo ATP luminescence, 48 h;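 also: NT is the 2HG producing partner of a matched IDH1 knockdown line; 0% = DMSO-treated cells and -100% = media-only wells without cells; nearly all actives have a fitted effect of over 55% in size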
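750 cells/well, RPMI + 5% FBS; 2 h settle, compound pin-transfer, 48 h at 37 degrees C. CellTiter-Glo 10 min RT, luminescence. Normalized to DMSO and media-only wells.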
* = called active by the depositor; ? = inconclusive; nt = not tested or not shown; & = joins results of further samples; [ ] = another dose, or the depositor's remark. Calls follow the shape of the dose curve; as a rule, active = well fitted curve in the direction sought with a large enough effect; inconclusive = small, poorly fitted or top-dose-only effect, or another doubt; inactive = no such curve, though single readings can be large; an effect the other way counts as inactive or inconclusive. Potency is read from the fitted curve at half-maximal effect.

Every second line gives: HT1080NT lethal	KB-V1 cytotox	TDP43 rescue	GLP-1R agonist	HT1080 IDH1KD tx	GLP-1R inv ag	HEK293 tox	SW480 rereplic	KB-3-1 cytotox
Cc1ccc(C(=O)Nc2ccccc2N2CCCCC2)cc1[N+](=O)[O-]
→ 9.6%	?	19.8%	11.7%	2.4%	?	4.7%	?	?
CCCC(C)NC(=O)c1cc(Cl)ccc1OC (stereo not given)
→ -0.2%	-14.3%	21.0%	8.2%	-6.3%	?	-9.6%	-4.9%	-9.4%
COC(=O)C1CCN(C(=O)COC(=O)c2cc([N+](=O)[O-])ccc2N2CCOCC2)CC1
→ 6.1%	?	24.2%	23.9%	10.6%	29.3%	?	-6.6%	0.8%
O=C(NCc1ccc(Cl)c(Cl)c1)c1cc(C2CCCCN2C(=O)c2ccccn2)on1 (stereo not given)
→ -4.6%	-0.4%	13.8%	7.8%	-17.8%	-10.6%	6.0%	nt	-0.1%
Cc1ccc(CN2CCN(Cc3cn[nH]c3-c3ccccc3)CC2CCO)o1 (stereo not given)
→ 5.6%	2.5%	-0.4%[0.397 µM]	0.1%	-2.2%	0.1%	-0.1%	-0.3%	-4.1%
COc1cc(NC(=O)C(F)(F)F)cc(OC)c1
→ 9.7%	9.1%	9.8%	-1.3%	5.5%	19.0%	3.5%	-5.8%	12.6%
Fc1ccc(N2CCN(Cc3ccccn3)CC2)cc1
→ ?	5.3%	-9.6%	1.3%	11.2%	?	-8.6%	-1.2%	-10.3%
CC(=O)OC1CCC2C3CCC4=CC(=O)CCC4(C)C3CCC2(C)[C@]1(C)O (stereo not given in full)
→ nt	-24.9%	nt	-1.2%	nt	nt	nt	-3.0%	-1.7%
COc1ccccc1Cc1c(-c2ccc(Cl)cc2)nc2ccc(Br)cn12
→ -11.3%	-17.8%	?	15.4%	-10.9%	?	-12.2%	nt	-0.1%
CC(=O)N1CCN(c2ccc(NS(=O)(=O)c3ccc(C)cc3)cc2)CC1
→ -0.9%	10.5%	3.5%	14.5%	1.4%	18.0%	5.0%	-12.0%	-1.1%
COc1ccccc1Cn1c(C)nnc1-c1cnn(C)c1N
→ 0.0%	-2.8%	2.2%	0.8%	-1.3%	-9.4%[7.66 µM]	-7.6%[7.66 µM]	-2.5%	6.4%
CCN(CC)C1=N/C(=C\c2ccc(OC)cc2)C(=O)N1c1ccccc1
→ -9.9%	8.2µM*	22.4µM*	-1.7%	-13.0%	?	9.3%[1.53 µM]	16.4µM*	-26.6%
CC1(C)OC(=O)N(c2ccccn2)C1(C)O (stereo not given)
→ 14.9%	16.9%	-4.7%	0.3%	16.6%	-3.6%	-4.1%	-1.2%	6.8%
O=C(Nc1nc2ccccc2s1)C1CC(=O)N(c2ccc(Br)cc2)C1 (stereo not given)
→ -3.3%	-6.3%	23.5%	-5.7%	-0.8%	-5.6%	-7.7%	1.9%	4.6%
COc1ccc(NS(=O)(=O)c2cccc(C(=O)NCC(c3ccccc3)N(C)C)c2)cc1 (stereo not given)
→ -0.1%	-1.2%	0.8%	0.5%	2.3%	-20.3%	22.3%	-6.2%	3.5%
COc1ccc(NC(=S)N2CCN(C(=O)c3ccco3)CC2)c(OC)c1
→ 11.6%	?	9.1%	18.9%	25.7%	0.1%	-21.5%	1.6%	-6.8%
CC1(C)Cc2c(cnn2-c2ccccc2)C(=O)/C1=N\NC(=O)c1ccccc1O
→ -18.6%	6.8%	-9.5%	-12.1%	-22.0%	11.2µM*	-26.6%	0.5%	4.3%
CC1=NOC(=O)/C1=C\c1ccc(-c2ccc(Cl)cc2Cl)o1
→ ?	?	3.8%	0.2%	?	?	?	?	?
CCOc1ccc(CCNC(=O)Nc2cccc(OC)c2)cc1OCC
→ 6.5%	-16.8%	19.8%	-2.8%	1.8%	11.2µM*	-17.8%	-1.6%	2.0%
CCCc1ccc2oc(C(=O)NCc3nnc(C)o3)c(C)c2c1
→ -15.4%	-3.4%	14.3%	-3.1%	-8.0%	-20.2%	-16.0%	5.8%	-2.2%
CSc1ccccc1NC(=O)CN(c1cc(C)cc(C)c1)S(C)(=O)=O
→ -3.4%	0.0%	14.4%	5.9%	-14.2%	?	3.6%	2.8%	-5.4%
C/C(Cl)=C\Cn1c(O)c(N=O)c2ccccc21
→ -21.2%	?	-5.3%[9.22 µM]	17.0%	?	40.9%[activator][7.66 µM]	25.3%[7.66 µM]	3.1%	-0.6%
O=C(Nc1ccc(Cl)cc1)N1CCCN(Cc2ccc(F)cc2)C1
→ ?	?	-8.1%	-7.4%	?	?	?	?	?
CC(C(=O)Nc1ccc2nccnc2c1)N1C(=O)C2C3C=CC(C3)C2C1=O (stereo not given)
→ 2.4%	3.4%	?	3.5%	-5.3%	11.9%	1.4%	-8.0%	0.1%
COCCn1c(=S)[nH]c2cc(C(=O)N3CCc4ccccc43)ccc2c1=O
→ ?	?	-10.1%	-3.1%	?	-24.1%	0.9%	-6.9%	?
CCn1c(SCC(=O)Nc2nc(C)c(C)s2)nnc1-c1cccnc1
→ 3.2%	-0.9%	-12.6%	12.2%	15.8%	-1.9%	22.1%	-10.4%	4.6%
O=C(CCl)Nc1cc(-c2ccccc2)nn1-c1ccccc1
→ 5.01µM*	7.31µM*	9.8%	-23.2%	1.58µM*	?	?	?	?
CC(=O)c1cccc(S(=O)(=O)N2CCN(c3ccccc3F)CC2)c1
→ -20.1%	-13.3%	?	-7.1%	0.1%	-6.1%&-1.6%	15.4%&7.7%	-50.6%	-10.0%
COc1cc2ccccc2cc1C(=O)Nc1ccc(Br)cn1
→ 2.1%	13.3%	2.8%	-4.6%	0.1%	10.6%	10.0%	-8.8%	-1.7%
O=C1CCCc2ccccc2N1Cc1ccc(Cl)cc1
→ -1.8%	?	26.2%	2.4%	-12.9%	?	-4.8%	3.0%	-13.5%

Reprinted from above, two compounds:
Every second line gives: HT1080NT lethal	KB-V1 cytotox	TDP43 rescue	GLP-1R agonist	HT1080 IDH1KD tx	GLP-1R inv ag	HEK293 tox	SW480 rereplic	KB-3-1 cytotox
CC1=NOC(=O)/C1=C\c1ccc(-c2ccc(Cl)cc2Cl)o1
→ ?	?	3.8%	0.2%	?	?	?	?	?
CCOc1ccc(CCNC(=O)Nc2cccc(OC)c2)cc1OCC
→ 6.5%	-16.8%	19.8%	-2.8%	1.8%	11.2µM*	-17.8%	-1.6%	2.0%

Limited to KB-3-1 cytotox, KB-V1 cytotox and HT1080 IDH1KD tx, for 5 of the compounds above:
structure | KB-3-1 cytotox | KB-V1 cytotox | HT1080 IDH1KD tx
CSc1ccccc1NC(=O)CN(c1cc(C)cc(C)c1)S(C)(=O)=O | -5.4% | 0.0% | -14.2%
COc1ccccc1Cn1c(C)nnc1-c1cnn(C)c1N | 6.4% | -2.8% | -1.3%
COc1cc2ccccc2cc1C(=O)Nc1ccc(Br)cn1 | -1.7% | 13.3% | 0.1%
CC(C(=O)Nc1ccc2nccnc2c1)N1C(=O)C2C3C=CC(C3)C2C1=O (stereo not given) | 0.1% | 3.4% | -5.3%
O=C(CCl)Nc1cc(-c2ccccc2)nn1-c1ccccc1 | ? | 7.31µM* | 1.58µM*

(list continues)
Every second line gives: HT1080NT lethal	KB-V1 cytotox	TDP43 rescue	GLP-1R agonist	HT1080 IDH1KD tx	GLP-1R inv ag	HEK293 tox	SW480 rereplic	KB-3-1 cytotox
O=C(COC(=O)c1ccc(S(=O)(=O)N2CCOCC2)cc1)NC1CCCCCC1
→ -3.6%	11.2%	-12.4%	-2.1%	1.5%[9.24 µM]	10.2%	1.0%	-0.3%	-5.3%
Cc1ccc(-c2cc3nc(NCCOc4ccccc4Cl)n(C)c(=O)c3s2)cc1
→ 3.8%	3.2%	19.9%	7.7%	9.4%	-0.9%	-8.1%	nt	0.0%
CC(C)c1nc2cc(C(=O)N3CCNC(=O)C3c3cccc(F)c3)ccc2o1 (stereo not given)
→ 0.4%	-1.2%	4.5%	-3.3%	15.4%	1.3%	-5.5%	1.0%	9.7%
O=C(NCCCN1CCCCC1)c1ccc(CS(=O)c2ccc(F)cc2)o1 (stereo not given)
→ -1.3%	0.0%	10.8%	-5.9%	8.8%	20.8%	-5.9%	27.6%	-15.0%
O=C(COc1ccccc1)NNC(=O)c1cccs1
→ 14.5%	16.5%	15.8%	7.8%	-0.5%	13.5%	-18.0%	0.7%	-3.1%
CS(=O)(=O)N1CCC(C(=O)Nc2ccccc2)CC1
→ 0.0%	-3.6%	-8.6%	0.2%	28.2%	5.0%	-23.4%	-19.2%	11.6%
CCOc1ccc(C(=O)Nc2ccc(N3CCCC3)cc2)cc1
→ -0.9%	-3.1%	-12.3%	-2.4%	-3.9%	0.2%	-7.6%	-1.2%[9.22 µM]	-15.6%
CC1CCCCN1C(=O)NC12CC3CC(CC(C3)C1)C2 (stereo not given)
→ 0.6%[9.24 µM]	12.4%	-4.1%	-20.4%	5.5%	8.1%	4.3%	-5.0%	2.1%
CCN1CCc2c(C#N)c(N3CCOCC3)nc(NCc3ccccc3)c2C1
→ 7.4%	3.5%	-9.9%	0.1%	-1.1%	-27.2%	102.6%[activator]	-1.7%	-1.5%
CC(C)(C)c1ccc(S(=O)(=O)NCCc2ccncc2)cc1
→ 1.1%	?	14.0%	3.0%	-2.8%	-26.9%	0.2%	0.7%	-2.2%
CCc1ccc(C(=O)CSc2n[nH]c(C)n2)cc1
→ 0.5%	-1.5%	14.7%	-9.9%	10.2%	0.0%	-12.8%	-6.3%	1.0%
Cc1ccc(S(=O)(=O)NCC(=O)OCC(=O)NCc2ccco2)cc1
→ 3.0%	-0.8%	15.5%	-9.2%	2.9%	-3.7%	-6.1%	-1.7%	15.6%
COc1ccc(Nc2c3ccccc3nc3ccccc23)cc1
→ 9.2µM*	?	-2.5%	-1.0%	11.6µM*	?	35.1%[activator]	23.1µM*	6.51µM*
CCCCCCCOc1ccc(C2(C)NC(=O)NC2=O)cc1 (stereo not given)
→ -16.6%	18.2%	-2.5%	6.6%	-3.7%	10.7%	-3.8%	-23.7%	4.2%
